DAX1 inh-1: inhibitors of DAX1 repression of SF-1 activated StAR promoter; AID 652010; inhibition, % at 6.8 µM; actives 1.1% (n = 370,000); HEK293T StAR-luciferase reporter, SF-1/DAX-1 repression relief;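 active = inhibition above the mean over all tested compounds plus 3 SD, cut at about 3.6% in these data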;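 note: 0% = DAX-1 cells with DMSO and 100% = cells lacking DAX-1 with DMSO; higher inhibition means more luminescence from relief of DAX-1 repression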
ssDAF12 agonist: activates DAF-12 receptor from parasite S. stercoralis; actives 1% (n = 370,000); activation, % at 6.8 µM; HEK293 ssDAF-12/GRIP1 lit1-tk-luc reporter, luminescence; % of 3 µM dafachronic acid response;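 active = activation above the mean over all tested compounds plus 3 SD, cut at about 0.9% in these data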;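 note: 0% = DMSO-only wells and 100% = 3 µM delta7-dafachronic acid wells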
HGIII-sPLA2 inh: Blocks human group III sPLA2 activity | Q9NZ20 | AID 743126 | QFRET BODIPY PC-A2 liposome hydrolysis, fluorescence | actives 0.56% (n = 370,000) | inhibition, % at 12.2 µM;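 active = inhibition above mean plus 3 SD of compounds lying within the high and low control bounds, cut at about 19% in these data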;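 note: 0% = median of test compound wells and 100% = no enzyme DMSO wells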
Target sequence (Q9NZ20 whole entry, looked up): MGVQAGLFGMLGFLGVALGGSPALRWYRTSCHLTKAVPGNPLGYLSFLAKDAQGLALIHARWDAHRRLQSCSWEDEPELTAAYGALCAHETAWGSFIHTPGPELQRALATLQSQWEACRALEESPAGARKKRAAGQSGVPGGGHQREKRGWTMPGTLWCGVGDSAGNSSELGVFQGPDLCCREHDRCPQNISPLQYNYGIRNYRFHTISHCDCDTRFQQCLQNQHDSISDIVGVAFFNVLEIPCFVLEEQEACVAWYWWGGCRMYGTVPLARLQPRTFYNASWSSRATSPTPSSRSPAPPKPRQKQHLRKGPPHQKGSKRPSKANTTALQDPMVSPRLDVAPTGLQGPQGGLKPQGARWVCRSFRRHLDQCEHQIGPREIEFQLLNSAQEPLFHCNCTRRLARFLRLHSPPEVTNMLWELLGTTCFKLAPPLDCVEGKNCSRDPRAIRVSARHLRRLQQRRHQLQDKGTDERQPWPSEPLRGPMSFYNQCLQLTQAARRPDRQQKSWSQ
ADAM17 inh: ADAM17 inhibition, QFRET primary screen | recombinant ADAM17, EDANS/DABCYL FRET peptide cleavage | AID 720648 | inhibition, % at 6.95 µM | actives 0.83% (n = 370,000) | P78536;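 active = inhibition above the mean of compounds lying between control limits plus 3 SD, set per campaign, cut at about 8.5% in these data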;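 note: 0% = DMSO-only wells as the low control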
hcDAF12 agonist: H. contortus DAF-12 activation, primary screen; activation, % at 6.8 µM; HEK293 hcDAF-12 lit1-tk-luc reporter, luminescence; 0% DMSO, 100% Δ7-dafachronic acid; actives 1.4% (n = 370,000); AID 652067;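 active = activation above the mean of all tested compounds plus 3 SD, cut at about 5.5% in these data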;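 note: 100% = response to 3 µM Δ7-dafachronic acid high control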
hgDAF12 agonist: hgDAF-12 agonism, primary luciferase screen | actives 1.8% (n = 370,000) | AID 687014 | activation, % at 6.8 µM | HEK293 GAL4-hgDAF12 UAS-luciferase reporter, agonist luminescence; normalized to butyrate control;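 active = activation above a cutoff set at the mean of all screened compounds plus 3 SD, cut at about 10% in these data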;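 note: 0% = DMSO wells and 100% = sodium butyrate wells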
PLC-gamma1 inh: inhibitors of human phospholipase C gamma1 | P19174 | actives 0.84% (n = 370,000) | purified PLC-gamma1, fluorogenic substrate, fluorescence | inhibition, % at 12.2 µM | AID 720700; in the data active = inhibition above about 9.5%
GAA850 FXN act: frataxin GAA850 promoter activation; AID 540364; activation, % at 6 µM; HEK293 lucGAA850 FXN promoter luciferase reporter, 24 h; percent of 10 µM SAHA response; actives 0.56% (n = 360,000);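 active = activation above the average of all compounds screened plus 3 SD, cutoff fixed separately per campaign, cut at about 7.5% in these data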;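 note: 0% = DMSO wells and 100% = 10 µM SAHA wells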
ADAM10 inh: ADAM10 inhibition, QFRET primary screen; recombinant ADAM10, EDANS/DABCYL FRET peptide cleavage, 3 h; inhibition, % at 7 µM; actives 0.62% (n = 370,000); AID 720582;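 active = inhibition above a per-campaign cutoff equal to the mean of compounds falling between control-based bounds plus 3 SD, cut at about 20% in these data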;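 note: 0% = DMSO wells while the 100% control is not disclosed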
PLCb3 inh: PLC-beta3 (human) inhibition, primary screen | Q01970 | Purified PLC-beta3, fluorogenic substrate, fluorescence | inhibition, % at 12.2 µM | actives 0.18% (n = 370,000); in the data active = inhibition above about 11%;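 note: 0% = median of compound wells on plate and 100% = full blocker control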
DAX1 inh-2: NR0B1 (DAX1) inhibition | P51843 | HEK293 Gal4-DAX1 luciferase reporter, luminescence | inhibition, % at 6.75 µM | actives 0.99% (n = 340,000) | AID 504766;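 active = inhibition above the mean over all tested compounds plus 3 SD, cut at about 4.2% in these data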;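 note: 0% = DAX1-transfected cells with DMSO and 100% = empty-vector control cells with DMSO; inhibition shows as a rise in luminescence from relieved DAX1 repression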
Target sequence (P51843 207-470 limits assumed): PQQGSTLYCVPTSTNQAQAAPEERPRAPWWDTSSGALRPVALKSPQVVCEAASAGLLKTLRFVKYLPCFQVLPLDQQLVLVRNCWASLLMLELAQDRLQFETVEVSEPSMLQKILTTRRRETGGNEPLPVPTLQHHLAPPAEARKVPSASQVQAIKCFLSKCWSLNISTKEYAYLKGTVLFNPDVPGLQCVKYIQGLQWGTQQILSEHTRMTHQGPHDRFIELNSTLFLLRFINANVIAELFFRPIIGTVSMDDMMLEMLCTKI
Active calls of the source: *; · = no result given.

SMILES	DAX1 inh-1	ssDAF12 agonist	HGIII-sPLA2 inh	ADAM17 inh	hcDAF12 agonist	hgDAF12 agonist	PLC-gamma1 inh	GAA850 FXN act	ADAM10 inh	PLCb3 inh	DAX1 inh-2
CC1CN(C(=O)Nc2cccc(C(F)(F)F)c2)CC(C)O1 (stereo unspecified)	-0.1	-1.4	0	-1	-1.6	0.1	4	1.2	3	1	0.3
COC(=O)C[C@H]1CC[C@@H](NC(=O)c2ccncc2)[C@@H](CO)O1	0.5	-1.0	11	-1	-1.4	1.1	1	·	1	0	·
Cn1cnc([N+](=O)[O-])c1S(=O)(=O)c1cccc(Cl)c1	-0.9	-1.3	5	-2	-1.3	-1.1	5	5.7	4	-2	-0.4
COc1ccc(/C=C(\C#N)C(=O)Nc2cccc(C)n2)cc1	-0.3	-1.6	-35	-13	-1.6	-0.4	-5	1.7	-32	-15	0.6
CCOC(=O)C1=CN(Cc2cccc(F)c2)S(=O)(=O)N(CC)C1c1cccc(OC)c1 (stereo unspecified)	0.9	-1.7	-6	5	-2.5	-1.9	6	-3.6	6	1	-0.2
CC1(C)COC(c2cccn2Cc2ccc(F)cc2Cl)=N1	-0.7	-1.1	1	-3	-1.3	1.9	3	-1.6	-5	1	-0.2
Cc1ccc(C2(C)NC(=O)N(CC(=O)Nc3ccc(N4CCOCC4)cc3N3CCOCC3)C2=O)cc1 (stereo unspecified)	0.9	-1.2	3	-2	-2.6	-0.9	-2	1.4	-9	-6	0.5
O=C(NC1CCCCC1)c1ccc(-c2ccccc2)cc1	0.7	-0.9	4	-4	-0.6	5.2	2	3.6	0	-4	0.5
CCOC(=O)c1[nH]ncc1CN1CCC(Cc2cccc(OC)c2)(C(=O)OCC)CC1	-0.5	-0.8	-3	0	-1.2	0.2	2	1.2	-1	-2	-0.4
COc1cc(C(=O)OCc2ccccc2C#N)ccc1OCC(=O)N1CCOCC1	0.1	-0.2	5	-5	-1.7	-2.1	-3	-1.9	-5	-3	0.1
Cc1ccc(CNC(=O)Cn2c(=O)n(-c3ccccc3)c(=O)c3sccc32)cc1	-0.7	-2.0	6	2	0.9	-3.8	3	-0.9	1	-3	-1.9
Oc1ccc(Br)cc1C1Nc2ccccc2S1 (stereo unspecified)	0.3	-0.6	2	-11	4.5	1.4	-216	3.2	-38	-293	1.7
CCC(c1nnnn1CCOC)N1CCN(Cc2ccccc2OC)CC1 (stereo unspecified)	-0.5	-1.2	6	-5	-0.9	-2.6	-2	-0.4	4	2	0.4
OC[C@H]1O[C@H](c2nc(-c3nc(-c4cccc(-n5cccc5)c4)no3)cs2)C[C@@H]1O	-1.9	-1.8	-12	0	-1.3	5.1	1	1.7	2	-2	·
Cc1ccc(CNCC(O)(c2ccccc2)c2ccc(F)cc2)cc1 (stereo unspecified)	-0.4	-1.7	4	1	-2.1	0.8	2	-2.6	-8	0	-0.6
O=CC1=C(N2CCOCC2)/C(=C\c2ccccc2)CC1	-0.6	-0.6	-5	-1	-1.7	-0.3	-4	2.1	-1	-6	0.0
Cc1cc(N2C(=O)C3C4CC(C(Br)C4Br)C3C2=O)no1 (stereo unspecified)	-0.4	-1.1	1	3	0.2	0.3	4	0.1	0	5	2.0
Cn1c(SCC(=O)N2CCc3ccccc32)nnc1C1CC1	0.8	-0.7	7	0	0.6	-0.9	4	0.5	15	4	0.2
CC1CCc2nc(NCCO)nc(C(F)(F)F)c2C1 (stereo unspecified)	0.3	-0.9	6	-5	0.5	-0.6	-12	2.8	-7	-12	0.7
O=C(N/N=C/c1cccnc1)/C(=C\c1cccs1)NC(=O)c1ccccc1	0.8	-1.4	8	-1	-2.4	5.0	-2	0.7	4	-3	-0.3
CCOc1cccc(C2C(C(=O)c3ccc(C)o3)=C(O)C(=O)N2CCCn2ccnc2)c1 (stereo unspecified)	1.5	-0.8	-3	-1	-0.4	1.3	-10	1.6	-10	-14	-0.5
CCCN(CC(=O)Nc1ccccc1OC)C(=O)CSc1nc(C)cc(C)n1	0.9	-0.9	4	-2	-1.4	1.1	4	0.1	-3	2	-1.2
Cc1ccc(CCNC(=O)C2CCN(S(=O)(=O)c3cccc4nonc34)CC2)cc1	-0.4	-1.3	-4	-1	-0.1	-0.1	-4	0.4	5	0	-0.5
N#Cc1ccccc1NC(=O)CN1C(=O)NC(Cc2c[nH]c3ccccc23)C1=O (stereo unspecified)	-1.6	0.0	-37	-9	5.2	1.2	-9	1.2	-1	-11	1.3
O=C(Nc1ccc(N2CCOCC2)cc1)c1cc(-n2cnnc2)ccc1Cl	-0.5	-0.2	4	-1	-0.2	-1.5	-3	-1.0	-3	-5	-0.1
O=C(COc1cccnc1[N+](=O)[O-])c1ccc(Cl)s1	-0.1	-1.2	-9	1	-2.5	-2.1	-10	1.5	-2	-22	0.3
CCOc1ccc(CN2CCN(CCCc3ccccc3)CC2CCO)cc1 (stereo unspecified)	-0.4	-0.3	2	-7	-0.9	-1.9	1	-1.1	-2	-3	-1.8
COc1ccc(C(=O)O/N=C(\N)Cc2ccc([N+](=O)[O-])cc2)c(OC)c1	-0.7	-1.0	18	-6	-0.8	0.4	10*	0.5	-6	-9	-1.4
O=C(Nc1ccccc1)Nc1nnc([C@@H]2C[C@H](O)[C@@H](CO)O2)s1	1.6	-0.5	9	-5	3.8	2.1	2	2.1	-3	4	·
CC(C)(C)C(=O)OCOC(=O)[C@@H]1N2C(=O)[C@@H](N=CN3CCCCCC3)[C@H]2SC1(C)C	-0.2	-0.1	-5	-1	-1.8	1.4	0	-2.9	6	4	0.8
CC1CCN(S(=O)(=O)c2ccc(Cl)cc2Br)CC1	0.1	-1.6	6	-1	-0.9	-0.7	-3	1.8	-4	-2	-0.9
Cc1ccc(S(=O)(=O)N2CCOCC2)cc1NCC(=O)Nc1ccc(OC(F)(F)F)cc1	-1.8	-1.5	-2	2	-0.3	2.4	-1	0.1	-9	1	-0.5
[O-]/[N+](=C\c1ccc(F)cc1)c1ccccc1	-0.1	-1.6	-2	1	0.7	-1.8	1	1.1	9	-1	1.1
CC1=C(C(=O)OCC2CCCO2)C(c2ccccc2)NC(=O)N1 (stereo unspecified)	0.2	-1.3	-1	-1	3.0	-1.1	-1	2.1	-5	2	0.0
O=C(CNC(=O)c1cccnc1)N/N=C/c1ccc(O)cc1O	-0.1	-0.8	6	-7	-1.3	-0.1	-13	0.4	-23	-21	1.2
CN1CCCC(OC(=O)c2ccc(S(=O)(=O)N(C)C)cc2)C1 (stereo unspecified)	1.0	-0.1	0	-2	0.3	1.2	-2	0.2	0	-1	2.7
Cc1ccc(C(=O)Nc2ncc(C)s2)o1	2.3	-0.4	3	-3	2.9	20*	1	1.1	-4	-5	0.7
O=C(CSCc1ccccc1)Nc1ccc2c(c1)C(=O)NC2=O	-0.6	-1.4	-5	1	0.7	2.8	-6	0.1	0	-9	0.4
CCCn1c2ccccc2c2cnn(CC(=O)NCCN(CC)CC)c(=O)c21	-0.1	-1.1	0	-28	-2.1	-1.6	-10	2.6	-58	-17	-1.0
CN1CCN(c2ccc(C(F)(F)F)cc2NC(=O)Nc2ccccc2)CC1	-0.2	-1.1	-23	2	-2.4	-1.8	6	0.5	1	1	-0.2
CC1(C)OC(=O)C(=Cc2ccc[nH]2)C(=O)O1	-0.5	-0.5	1	-2	-0.1	3.3	0	-0.1	2	-7	1.2
CCCCSc1cnn(-c2ccccc2)c(=O)c1SCCCC	-1.1	-1.7	-1	1	-0.4	-1.3	6	0.6	-6	0	0.1
O=C(NC1CCCCC1)C(c1cccnc1)N(C(=O)CCl)c1ccccc1Cl (stereo unspecified)	-2.3	-1.5	-2	1	-0.2	1.7	-3	-12	7	-1	-3.3
O=C1CCC[C@@H]2C[C@@]3(C[C@@H]4CCN1[C@H]24)Nc1cc([N+](=O)[O-])ccc1NC3=NC1CCCCC1	1.1	-1.1	6	-4	-0.5	2.6	-3	-0.2	-3	-3	1.7
O=C(NCc1nnc(SCC(=O)N2CCC(Cc3ccccc3)CC2)o1)c1ccco1	-0.2	-1.8	-3	-1	0.7	1.1	2	1.3	2	-6	-0.6
CCOC(=O)c1sc(NC(=O)CSc2n[nH]c(CC)n2)nc1C	0.2	-0.6	-1	2	-2.3	-0.9	5	-1.9	2	4	-2.2
CCOC(=O)C1=NOC(C(=O)NCc2ccccc2)(C(=O)c2ccc(OC)cc2)C1 (stereo unspecified)	0.2	-0.1	-2	0	2.1	4.9	-8	·	-5	-11	·
O/N=C(/CCc1ccccc1)c1ccc2c(c1)OCCO2	3.5	-1.5	-9	1	1.6	11*	0	8.0*	6	-6	1.1
Cc1ccc([C@H]2C(C(=O)O)=CC[C@@H](c3ccc(C(C)C)cc3)N2S(=O)(=O)c2ccc(C)cc2)cc1	-1.0	-1.8	-50	3	-1.2	-4.0	-1	-1.4	15	-4	-0.9
CN(C)c1nc(N/N=C/c2c[nH]c3ccccc23)nc(N2CCOCC2)n1	-0.1	1.2*	-5	2	2.8	-0.9	1	-1.1	-9	-2	2.8

Later entries
SMILES	DAX1 inh-1	ssDAF12 agonist	HGIII-sPLA2 inh	ADAM17 inh	hcDAF12 agonist	hgDAF12 agonist	PLC-gamma1 inh	GAA850 FXN act	ADAM10 inh	PLCb3 inh	DAX1 inh-2
Cc1cc(N2CCN(C(c3ccccc3)c3ccccc3)CC2)n2ncnc2n1	-0.9	-0.9	-6	1	-1.1	-0.8	-1	-0.9	2	-1	-0.7
COCn1c(COc2ccccc2)nc2ccccc21	2.1	-1.6	-7	1	0.5	7.5	0	2.1	7	3	1.8
COc1cccc(C(C(=O)NC(C)(C)C)N(CCC(C)C)C(=O)CCC(=O)Nc2cc(C)on2)c1OC (stereo unspecified)	-0.2	-1.5	-3	0	-1.4	-3.2	-2	-0.8	4	1	0.9
Cc1c(C(=O)Nc2cccc(Cl)c2)c2ccccn2c1CCc1ccncc1	0.0	-0.9	0	-39	0.5	-0.7	-97	3.3	-93	-124	0.3
O=C(N/N=C/c1c[nH]c2ccccc12)c1cc(-c2ccccc2)n[nH]1	-0.3	0.1	-3	-4	1.3	1.9	-8	1.9	-5	-12	0.9
CCCCNc1nc(-c2ccccc2)cc(C(F)(F)F)c1C(N)=O	1.1	-1.0	-2	-77	0.5	2.6	-304	-1.4	-244	-319	1.1
CCOc1cccc(/C(O)=C2/C(=O)C(=O)N(CCOC)C2c2ccco2)c1 (stereo unspecified)	-0.2	-0.9	-3	-1	0.3	1.8	6	1.7	3	1	0.4

Part of the list above in order of count of non-hydrogen atoms, falling.
SMILES	DAX1 inh-1	ssDAF12 agonist	HGIII-sPLA2 inh	ADAM17 inh	hcDAF12 agonist	hgDAF12 agonist	PLC-gamma1 inh	GAA850 FXN act	ADAM10 inh	PLCb3 inh	DAX1 inh-2
COc1cccc(C(C(=O)NC(C)(C)C)N(CCC(C)C)C(=O)CCC(=O)Nc2cc(C)on2)c1OC (stereo unspecified)	-0.2	-1.5	-3	0	-1.4	-3.2	-2	-0.8	4	1	0.9
Cc1cc(N2CCN(C(c3ccccc3)c3ccccc3)CC2)n2ncnc2n1	-0.9	-0.9	-6	1	-1.1	-0.8	-1	-0.9	2	-1	-0.7
Cc1c(C(=O)Nc2cccc(Cl)c2)c2ccccn2c1CCc1ccncc1	0.0	-0.9	0	-39	0.5	-0.7	-97	3.3	-93	-124	0.3
